# Assay outcomes deposited in PubChem by several laboratories.
# SR-BI DiI inh = blocks mouse SR-BI lipid uptake from DiI-HDL. Q61009. ldlA[mSR-BI] CHO cells, DiI-HDL uptake fluorescence, 3 h. inhibition, % at 12.5 µM. hit rate 0.96% among 320,000. AID 488896;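 active means mean replicate inhibition of at least 70% and a set share of replicates each scoring 70 or more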;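 further: 0% = median of neutral control wells and 100% = median of positive control wells; values of inactives mirror those of a sister screen read the other way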
# NSD2 HMT inh = NSD2 (human) methyltransferase inhibition. NSD2 peptide methylation, AlphaScreen, 120 min. O96028. inhibition, % at 12.5 µM. AID 743445. hit rate 0.54% among 310,000; in the data active means inhibition above about 50%
# dFosB act = activators of mouse delta FosB homodimer | hit rate 0.99% among 340,000 | AID 493131 | activation, % at 25 µM | P13346 | purified delta FosB, TAMRA-CDK5 oligo fluorescence polarization; percent of positive-control signal above neutral wells;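 active means mean activation above about 17%, with every replicate also reaching it, limit read from the data, passing the limit was not always enough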;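 further: fluorescence polarization rise as delta FosB binds a TAMRA Cdk5 AP-1 oligo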
# MITF act = activators of MITF-driven TRPM1 promoter activity in SK-MEL-5 cells; SK-MEL-5 TRPM1-promoter luciferase, 24 h; % of positive control, neutral wells = 0; activation, % at 12.5 µM; hit rate 0.75% among 300,000; AID 588334;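 active means mean activation of at least 80% with every replicate also reaching 80%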;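 further: 0% = neutral control wells and 100% = parthenolide positive control wells; values of inactives mirror those of a sister screen read the other way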
# CDK5 inh = blocks human CDK5/p35 kinase activity; Recombinant CDK5/p35, ADP-Glo luminescence, 60 min; hit rate 0.01% among 330,000; inhibition, % at 10 µM; Q00535+Q15078;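 active means highest replicate inhibition of at least 50% and at least 75% of replicates reaching 50%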;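 further: plate controls were DMSO neutral control for no effect and GW8510 at 10 µM for full effect; many of its hits are not listed in these tables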
# Target sequence (Q00535 whole entry, looked up): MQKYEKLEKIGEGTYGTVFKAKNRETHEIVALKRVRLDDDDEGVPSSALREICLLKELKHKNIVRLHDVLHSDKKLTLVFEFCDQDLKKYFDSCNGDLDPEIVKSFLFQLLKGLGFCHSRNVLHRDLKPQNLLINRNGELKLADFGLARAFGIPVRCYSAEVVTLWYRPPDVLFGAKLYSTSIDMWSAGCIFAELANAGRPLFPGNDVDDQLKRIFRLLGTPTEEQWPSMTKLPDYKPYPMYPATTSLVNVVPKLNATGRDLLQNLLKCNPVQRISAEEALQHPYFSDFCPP
# Target sequence (Q15078 whole entry, looked up): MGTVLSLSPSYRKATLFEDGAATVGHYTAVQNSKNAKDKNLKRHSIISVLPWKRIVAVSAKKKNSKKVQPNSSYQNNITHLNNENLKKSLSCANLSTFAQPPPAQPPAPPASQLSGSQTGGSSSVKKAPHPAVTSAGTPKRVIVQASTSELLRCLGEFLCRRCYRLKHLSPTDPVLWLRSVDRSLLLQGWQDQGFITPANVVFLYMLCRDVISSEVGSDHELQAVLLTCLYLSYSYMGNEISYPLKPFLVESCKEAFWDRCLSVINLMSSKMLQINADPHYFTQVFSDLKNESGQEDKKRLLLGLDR
# PvdQ inh = P. aeruginosa PvdQ acylase inhibition. inhibition, % at 10 µM. hit rate 0.063% among 340,000. purified PvdQ acylase, fluorescence plate reader; in the data active means inhibition above about 30%, passing the limit was not always enough;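 further: 0% = vehicle neutral wells and 100% = reference inhibitor wells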
# HTR5A inv ag = counter-screen for OPRM1-OPRD1 inverse agonists: human HTR5A inverse agonism | HTR5A cell line, luminescence | hit rate 0.083% among 340,000 | inhibition, % at 9.3 µM | P47898; in the data active means inhibition mostly above about 23%, no sharp cut-off; inactive means mostly below about 18%;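 further: 0% = cells with DMSO and 100% = no-cell wells with DMSO; some compounds called inactive have numbers as strong as hits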
# Target sequence (P47898 whole entry, looked up): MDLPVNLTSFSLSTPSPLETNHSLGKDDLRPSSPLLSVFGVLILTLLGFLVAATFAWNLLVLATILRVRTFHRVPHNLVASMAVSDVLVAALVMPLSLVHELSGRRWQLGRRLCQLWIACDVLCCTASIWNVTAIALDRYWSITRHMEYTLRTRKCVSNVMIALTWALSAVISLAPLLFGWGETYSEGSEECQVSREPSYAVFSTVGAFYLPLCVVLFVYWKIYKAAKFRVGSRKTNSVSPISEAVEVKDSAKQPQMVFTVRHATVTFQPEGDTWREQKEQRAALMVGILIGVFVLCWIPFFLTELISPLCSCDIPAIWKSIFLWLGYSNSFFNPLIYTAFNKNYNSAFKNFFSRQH
# HTR5A ag ctr = HTR5A agonism, opioid heterodimer counter-screen; P47898; HTR5A agonist assay, luminescence, cell-based; activation, % at 9.3 µM; hit rate 0.61% among 340,000; in the data active means activation mostly above about 9.5%, no sharp cut-off; inactive means mostly below about 7.6%;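 further: 0% = cells with vehicle only and 100% = reference agonist; strong numbers were not always called active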
# Wnt bcat act = activates Wnt/beta-catenin signaling in a reporter cell assay; AID 743398; activator, plate reader; hit rate 1.2% among 300,000; activation, % at 9.35 µM; in the data active means activation above about 30%, passing the limit was not always enough;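 further: 0% = neutral control wells and 100% = positive control wells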
# V-ATPase pH = alters yeast V-ATPase proton transport; S. cerevisiae, pHLuorin cytosolic pH fluorescence; response, % at 10 µM; hit rate 0.37% among 350,000; AID 504577; in the data active means response mostly above about 7.3%, no sharp cut-off; inactive means mostly below about 5.4%; further: actives read high; inactives centre near 0; some compounds called inactive have numbers as strong as hits; reference of the scale not given here
# Active calls of the source: *; . = no result given.
# Every second line gives: SR-BI DiI inh, NSD2 HMT inh, dFosB act, MITF act, CDK5 inh, PvdQ inh, HTR5A inv ag, HTR5A ag ctr, Wnt bcat act, V-ATPase pH
> CCCCCCOC(=O)/C=C/c1c(C)[nH]c(=O)[nH]c1=O
→ 7, 1, 2, -3, -0.5, 0, -16, 0, ., 1
> CC(C)CNC(=O)c1cccc(NC(=O)C(C)C)c1
→ -1, -2, 6, 2, 0.2, -11, -3, 1, 0, -3
> C=CCn1c(C)cc(-c2csc(NC)n2)c1C
→ 14, ., -11, -1, -5.3, -12, 4, -1, 2, 1
> CC(C)(C)c1n[nH]c(=S)n(/N=C/c2cccs2)c1=O
→ 10, -1, -13, -9, 1.3, -13, 5, 3, 2, 1
> CCOc1ccc(NC(=O)C2CC(=O)N(CC)C(=Nc3ccc4c(c3)OCO4)S2)cc1 (stereo not given)
→ 27, -2, -3, 0, 0.8, -7, 3, 5, ., 5
> COc1ccc(CNC(=O)CNS(=O)(=O)c2ccc(Cl)cc2)cc1
→ -8, -2, -4, -6, -1.7, -3, -1, -1, -1, -1
> Cc1ccc(CNCCCSc2nc(C)cc(C)n2)cc1
→ -6, 2, -6, ., 1.1, -15, 4, -1, -1, -1
> COc1ccc(-c2ncn(CCC#N)c2[N+](=O)[O-])cc1
→ -30, 0, 2, -1, 0.6, -12, 1, 0, 0, 4
> CCN(CC)S(=O)(=O)c1ccc(C(O)=C(C#N)c2nc3ccccc3n2C)cc1
→ 12, -2, -5, 1, 0.2, -15, -4, 1, -3, -3
> CNS(=O)(=O)c1ccc(CCC(=O)N2CCOCC2)cc1
→ -3, -1, 6, ., -1.8, -22, 9, -2, 0, -4
> CCCCc1nc2ccccc2c(=O)n1NC(=O)c1c(O)c2ccccc2n(C)c1=O
→ -21, 1, -6, -14, 0.5, 4, 5, 0, 0, -4
> CC(C)(C)NCC(O)COCc1ccc(Cl)cc1 (stereo not given)
→ 0, ., 3, -8, -0.7, -15, -4, 2, ., 4
> O=C(CSc1nnc(Cn2nnc(-c3ccccc3)n2)n1-c1ccccc1)Nc1ccc(F)cc1
→ -8, 0, -12, ., -0.5, -7, 0, -2, -4, 2
> CC(C)c1ccc(NC(=O)CCCN2C(=O)NC(C)(C)C2=O)cc1
→ -20, 3, -8, 1, -0.6, -13, 11, -4, 1, 5
> COc1cccc(C(=O)Nc2nc(-c3ccc4c(c3)OCO4)cs2)c1
→ 19, ., -4, ., 3.2, 8, -20, 7, -1, 3
> O=C1CNC(=S)N1c1nc(-c2ccccc2)cs1
→ -2, -4, 6, 88*, -1.5, -5, 6, -2, 50*, -1
> COc1cc(-c2noc(CCCC(=O)NCc3ccco3)n2)cc(OC)c1OC
→ 11, -1, 1, -2, -0.9, -5, -11, 4, -5, -3
> COCCSc1nnc(NC(=O)c2ccco2)s1
→ -11, 2, 4, 7, -0.1, 5, -13, 5, 4, 9
> O=C(COc1ccc(Cl)cc1)N1CCCCCCC1
→ 9, 0, 0, ., 1.1, -13, -8, 6, -1, -3
> CCC(C)NC(=O)CNC(=S)N(Cc1ccccc1F)C1CCCCC1 (stereo not given)
→ -15, 4, -3, 9, -3.1, -15, 20, -1, -2, 3

# Entries above that contain a cyano group (2):
# Every second line gives: SR-BI DiI inh, NSD2 HMT inh, dFosB act, MITF act, CDK5 inh, PvdQ inh, HTR5A inv ag, HTR5A ag ctr, Wnt bcat act, V-ATPase pH
> COc1ccc(-c2ncn(CCC#N)c2[N+](=O)[O-])cc1
→ -30, 0, 2, -1, 0.6, -12, 1, 0, 0, 4
> CCN(CC)S(=O)(=O)c1ccc(C(O)=C(C#N)c2nc3ccccc3n2C)cc1
→ 12, -2, -5, 1, 0.2, -15, -4, 1, -3, -3

# Continued:
# Every second line gives: SR-BI DiI inh, NSD2 HMT inh, dFosB act, MITF act, CDK5 inh, PvdQ inh, HTR5A inv ag, HTR5A ag ctr, Wnt bcat act, V-ATPase pH
> Cc1ccc(S(=O)(=O)NCc2ccccc2)cc1C(=O)N(C)Cc1ccccc1F
→ 3, 0, -5, 2, -1.4, 3, 1, 0, -2, -1
> Cn1c(=O)[nH]c(=O)c2c1nc(Sc1nc3ccccc3s1)n2Cc1ccccc1
→ -24, ., 1, -8, -0.9, -19, 3, -1, -1, -4
> Nc1cc(=O)[nH]c(SCC(=O)N2CCCC2)n1
→ -11, -1, 0, -6, 1.9, -2, -1, 0, 19, 0
> NNC(=O)c1nnsc1-c1csnn1
→ -12, -3, -2, 1, -3.3, -13, -1, 0, -2, 0
> Cc1cccc(OCCNC(=O)CSc2ccc(C(F)(F)F)cc2[N+](=O)[O-])c1
→ -3, 0, -1, 14, -0.6, -3, -22, 1, ., 2
> CCSc1cc(C)nc2c(-c3ccccc3)c(C)nn12
→ 36, -4, 5, 16, 0.7, 5, -6, 4, ., 0
> CCOc1ccccc1C(=O)N[C@H](C(=O)OCc1csc(CC(=O)Nc2ccc(C)cc2)n1)C(C)C
→ 42, 0, -3, -8, -0.2, -6, -22, 5, -1, 0
> Cc1c(NC(=O)c2ccccc2N)cccc1C(=O)O
→ -25, 0, -2, 14, -0.6, -9, 1, 6, ., 3
> COC(=O)c1sccc1NC(=O)c1ccc(C#N)cc1
→ 13, -1, -1, ., 2.6, 9, -7, 2, ., 1
> COc1cccc(CN2CCNC(=O)C2CC(=O)NCCn2cccn2)c1OC (stereo not given)
→ -21, 4, -2, 3, 1.4, -6, 8, 6, -2, -1
> Cc1c(C(=O)N2CCCC2)oc2c1-c1nn(CC(=O)NCCCN3CCCCC3C)cc1CC2 (stereo not given)
→ -17, 10, -1, 0, -7.0, -11, -6, 2, -1, 3
> O=C(NCc1ccccc1Cl)c1cc(=O)[nH]c2ccccc12
→ 1, -3, 7, -5, -4.9, -21, 8, 5, 5, 2
> COc1ccc(S(=O)(=O)N2CCC(C(=O)Nc3cccc(C(C)=O)c3)CC2)cc1
→ 33, -1, -18, ., 0.5, -3, -42, 1, 1, 2
> Nc1ccc2nn(-c3cccc4ccccc34)nc2c1
→ -5, ., -3, -46, 0.0, -5, -27, 11, ., -1
> COC(=O)c1ccc(C(=O)OC)c(NC(=O)c2cnc3n(c2=O)CCS3)c1
→ 33, -2, -13, -7, -2.5, 2, -26, 3, -2, 1
> CCOC(=O)c1[nH]c(C)c(C(=O)NCCN2CCOCC2)c1C
→ -20, ., -9, 4, -0.9, 7, -6, 2, -1, 2
> Cc1ccc(NS(=O)(=O)c2ccc3[nH]c(=O)oc3c2)cc1Cl
→ -6, -1, -2, -5, -1.8, -17, 3, 6, -5, 0
> Cc1ccccc1NC(=O)OCc1cccnc1Oc1ccc(Cl)cc1
→ 27, -1, -6, 0, -0.2, -4, 5, 4, -1, -1
> Cc1ccc(-c2nc3ccccc3s2)cc1S(=O)(=O)N1CCCC1
→ 32, 2, -16, 39, 1.0, -15, -34, 9, 7, -2
> CCOc1ccccc1NC(=O)C1CCC(CNc2c(N3CCOCC3)c(=O)c2=O)CC1 (stereo not given)
→ -3, ., 1, -7, 0.6, -5, -27, 9, -2, 0
> COc1ccc(NC(=O)C2C3CCC(C3)C2C(=O)O)cc1OC (stereo not given)
→ 24, 1, 1, -1, 1.6, -13, 9, 6, 0, -3
> CC(C)(C)NC(=O)C1c2ccccc2Oc2ccccc21
→ -31, 7, -3, ., 1.5, -7, 7, -2, 0, -5
> COc1ccc(C2Nc3ccccc3C(=O)N2NC(C)=O)cc1OC (stereo not given)
→ -7, 1, 0, -6, 0.3, -17, -7, 1, 0, 0
> CC[C@@]1(C(=O)OC)N[C@H](CN(C)C(=O)Nc2ccc(C)cc2)[C@@H]2C(=O)N(Cc3ccccc3)C(=O)[C@@H]21
→ 11, ., -5, 33, -2.3, -18, -18, 5, 0, -1
> O=C(Nc1cccc(F)c1)C1CCN(S(=O)(=O)c2cccc3nonc23)CC1
→ ., -2, 0, -7, 0.0, -15, 3, -1, -5, 5
> COC(OC)c1ccnc(-c2ccc(OC(=O)c3ccccc3)cc2)n1
→ -16, -3, -1, 16, -0.2, -7, 21, 0, 4, 5
> O=C(NCCc1ccccc1F)C1CCCN(c2nc3ccccc3s2)C1 (stereo not given)
→ 47, 1, -6, -14, 0.1, 3, 0, 0, 0, 3
> CC1CC(C)CN(C(=O)COC(=O)c2cccc([N+](=O)[O-])c2)C1 (stereo not given)
→ -17, 2, -1, -4, -3.4, -10, -17, -8, -1, 4
> CCOC(=O)C1=NN(C(=O)Cc2ccccc2)C(O)(C(C)(C)C)C1 (stereo not given)
→ -6, 0, -2, -3, 0.5, -12, 6, 4, -3, 8
> COc1ccc(CC(=O)N2CCc3ccccc32)cc1
→ -15, 0, 5, 30, 0.1, -1, 3, -1, -2, -5
> O=C(CN1C(=O)c2ccccc2C1=O)NCC1COc2ccccc2O1 (stereo not given)
→ -12, -2, -3, 0, 1.9, -6, -11, 3, -1, 2
> N#Cc1c2n(c3c(=O)n(Cc4ccccc4Cl)cnc13)CCCCC2
→ -10, 1, -16, -11, 0.9, 1, -14, 2, ., -2
> O=C(O)CSc1nnc(-c2cccc(S(=O)(=O)N3CCOCC3)c2)n1-c1ccc(F)cc1
→ -15, -1, -11, -1, 1.5, -23, 6, 6, -1, -1
> COC(=O)C1=CN(CC2CCCO2)C=C(C(=O)OC)C1c1ccccc1C(F)(F)F (stereo not given)
→ 9, -10, -2, ., -0.4, -14, 14, 0, -8, 2
> O=C(CSc1nnnn1C1CCCC1)Nc1ccc(F)cc1
→ -7, ., -4, 4, -2.1, -9, 10, 4, 1, 2
> CC[C@H](C)[C@H](NC(=O)OCc1ccccc1)C(=O)OCC(=O)N1CCN(c2ccc(OC)cc2)CC1
→ 33, 4, -8, ., 0.3, -12, 6, -2, 0, 0
> O=C(Nc1ccon1)c1cc2c(s1)CCCC2
→ 20, 1, -16, 57, -0.2, -6, 3, 2, 25, -3
> COc1ccc(C2NC(=O)c3n[nH]c(C)c32)c(OC)c1 (stereo not given)
→ ., ., -1, 4, -2.9, -18, -4, 2, -1, 3
> CCc1noc(C)c1C(=O)OC(C)C(=O)NCc1ccc(OC)cc1 (stereo not given)
→ 9, -3, 3, -7, 1.1, -16, 8, -2, 0, -2
> O=[N+]([O-])c1cc(C(F)(F)F)ccc1NC1CCN(Cc2ccccc2)CC1
→ 15, 6, -7, ., 1.3, -14, ., ., 2, 1

# Some values from the entries so far.
# In MITF act, CCOC(=O)C1=NN(C(=O)Cc2ccccc2)C(O)(C(C)(C)C)C1 (stereo not given) shows -3
# In NSD2 HMT inh, O=C(Nc1cccc(F)c1)C1CCN(S(=O)(=O)c2cccc3nonc23)CC1 shows -2
# In HTR5A ag ctr, CC1CC(C)CN(C(=O)COC(=O)c2cccc([N+](=O)[O-])c2)C1 (stereo not given) shows -8
# In HTR5A ag ctr, O=C(Nc1ccon1)c1cc2c(s1)CCCC2 shows 2
# In SR-BI DiI inh, COc1ccc(NC(=O)C2C3CCC(C3)C2C(=O)O)cc1OC (stereo not given) shows 24
# In dFosB act, COc1ccc(CC(=O)N2CCc3ccccc32)cc1 shows 5
